# Source: PubChem BioAssay
# Diaphorase act: compounds boosting diaphorase resazurin reduction – biochemical, uHTS, resorufin fluorescence, counter-screen for diaphorase-coupled primary assays, primary screen; Diaphorase/resazurin coupled assay, 16 min; hits give high values; 1 = vehicle wells, 0 = NADH-free wells; activation factor at 20 µM; 190,000 tested, 0.005% active;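 active = diaphorase activity raised at least twofold by the compound at 20 µM; inactive = activation factor below 2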
#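 Material: Clostridium kluyveri diaphorase, purified enzyme; Quantity: enzyme 0.07 U/mL final; Medium: HEPES pH 7.4 buffer with MgCl2 and Tween 20; Dosing: single compound dose of 20 µM, 1% DMSO final; Schedule: 16 min reaction at room temperature; Measured by: red resorufin fluorescence at 544/590 nm excitation/emission.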
# PMI act hi M6P: human PMI activators, high substrate, primary screen, biochemical, fluorescence intensity, near-saturating mannose 6-phosphate; Mannose-6-phosphate isomerase (Homo sapiens), P34949; activation factor at 20 µM; AID 1216, 2008; 190,000 tested, 0.34% active; coupled PMI enzyme assay, resazurin fluorescence, 20 min; hits give high values; 1 = untreated enzyme, 0 = substrate-free blank;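 active = activation factor of 2 or more at 20 µM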
# Target sequence (P34949 whole entry, looked up): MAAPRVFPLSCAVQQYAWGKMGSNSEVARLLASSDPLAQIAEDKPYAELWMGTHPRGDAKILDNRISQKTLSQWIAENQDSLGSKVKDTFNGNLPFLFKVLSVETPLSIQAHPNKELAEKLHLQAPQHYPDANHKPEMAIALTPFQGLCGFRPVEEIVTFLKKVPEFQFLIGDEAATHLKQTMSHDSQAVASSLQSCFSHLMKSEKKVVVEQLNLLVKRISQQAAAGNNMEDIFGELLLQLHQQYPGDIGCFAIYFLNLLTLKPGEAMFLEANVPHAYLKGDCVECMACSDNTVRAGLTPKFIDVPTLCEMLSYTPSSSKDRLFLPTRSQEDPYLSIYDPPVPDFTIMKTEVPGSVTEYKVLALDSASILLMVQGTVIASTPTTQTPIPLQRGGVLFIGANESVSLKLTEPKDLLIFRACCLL
#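 Material: human phosphomannose isomerase with PGI, G6PDH, diaphorase coupling enzymes. Quantity: 15 ng/mL PMI. Medium: HEPES pH 7.4 buffer with MgCl2 and Tween-20. Reagent: Near-saturating mannose-6-phosphate, 1.0 mM. Compound: 20 µM single dose. Times: enzyme reaction with compound 20 min at room temperature. Detection: resorufin fluorescence at Ex 544/Em 590 nm.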
# TNAP inh no acc: human TNAP enzyme inhibitors, primary screen, biochemical, luminescent, no phosphate acceptor, uHTS. Alkaline phosphatase, tissue-nonspecific isozyme (Homo sapiens), P05186. purified TNAP, CDP-star luminescence, 30 min. inhibition, % at 20 µM. 200,000 tested, 0.26% active;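 active = tissue-nonspecific alkaline phosphatase inhibition above about 50% at 20 µM in the single-dose screen, limit read from the data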;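 note: 0% = DMSO negative control and 100% = EDTA positive control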
# Target sequence (P05186 whole entry, looked up): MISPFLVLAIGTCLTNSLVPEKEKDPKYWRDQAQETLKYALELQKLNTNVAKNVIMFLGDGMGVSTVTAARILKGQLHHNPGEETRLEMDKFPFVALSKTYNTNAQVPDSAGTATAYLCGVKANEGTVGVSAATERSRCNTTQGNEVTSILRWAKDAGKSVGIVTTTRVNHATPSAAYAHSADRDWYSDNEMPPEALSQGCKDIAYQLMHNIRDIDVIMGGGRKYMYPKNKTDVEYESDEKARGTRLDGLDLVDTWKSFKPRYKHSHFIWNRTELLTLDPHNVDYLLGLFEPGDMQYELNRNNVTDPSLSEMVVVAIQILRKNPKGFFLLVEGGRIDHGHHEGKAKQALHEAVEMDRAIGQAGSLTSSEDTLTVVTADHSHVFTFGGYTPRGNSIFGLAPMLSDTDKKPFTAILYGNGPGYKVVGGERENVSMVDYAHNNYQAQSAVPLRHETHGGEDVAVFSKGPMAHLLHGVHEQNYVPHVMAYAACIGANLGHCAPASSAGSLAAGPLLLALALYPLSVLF
# HMGR II inh: inhibitors of E. faecalis class II HMGR, primary screen, biochemical, Enterococcus faecalis. purified E. faecalis HMGR, NADPH absorbance 340 nm kinetic. inhibition, % at 10 µM. 190,000 tested, 0.41% active;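 active = inhibition above a set limit, the median over all tested compounds plus 3 SD, cut at about 9.5% in these data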;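 note: enzyme runs in reverse so mevalonate oxidation gives rising NADPH absorbance; 0% = complete reaction with DMSO and 100% = background rate lacking mevalonate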
# TNAP act hi DEA: TNAP activators at high phosphate acceptor level, primary screen, biochemical, luminescence, uHTS; Alkaline phosphatase, tissue-nonspecific isozyme (Homo sapiens), P05186; purified TNAP, CDP-star luminescence, 1 M DEA, 30 min; hits give high values; 0 = EDTA background, 1 = DMSO-only activity; activation factor at 20 µM; 200,000 tested, under 10 active; AID 1136, 2008;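 active = activation factor at least 2 at 20 µM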
#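 Assay system: human TNAP; Input: enzyme diluted 1/800 final; Reagent: CDP-star luminogenic substrate at 100 µM final; Timing: 30 min, room temperature; Signal: luminescence; Evaluation: TNAP activation factor scaled between EDTA and DMSO control wells.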
# G6PDH counter: L. mesenteroides G6PDH inhibitors, counter-screen for G6PDH-coupled screening assays, biochemical, Leuconostoc mesenteroides enzyme; inhibition, % at 5 µM; glucose-6-phosphate dehydrogenase [Leuconostoc mesenteroides]; Purified L. mesenteroides G6PDH, diaphorase/resazurin coupled fluorescence, 45 min; 200,000 tested, 0.12% active; in the data active = inhibition above about 50%
# TNAP inh hi DEA: human TNAP enzyme inhibitors, primary screen, biochemical, luminescent, high phosphate acceptor level, uHTS; Alkaline phosphatase, tissue-nonspecific isozyme (Homo sapiens), P05186; purified TNAP, CDP-star luminescence, 1 M DEA; inhibition, % at 20 µM; 200,000 tested, 0.03% active;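 active = over 50% inhibition of tissue-nonspecific alkaline phosphatase at 20 µM in the single-dose screen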;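 note: plate controls were DMSO wells for no effect and EDTA-quenched wells as full inhibition for full effect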
# FLuc stim CS: FLuc activators, initial screening, artefact control for FLuc-dependent activation tests, biochemical, ATPlite luminescence; 200,000 tested, under 10 active; Luciferin 4-monooxygenase (Photinus pyralis), P08659; ATPlite luciferase biochemical, 10 min; 0 = ATP-free wells, 1 = DMSO control; activation factor at 10 µM;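 active = luciferase activation factor, scaled between plate controls, of at least 2 with compound at 10 µM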
#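 Assay system: Luciferase/luciferin detection reagent, cell-free biochemical luciferase assay / Read-out: luciferase activation / Benchmarks: No-ATP low control, compound-free enzyme-plus-ATP high control / Medium: PBS buffer for ATP / Detection: luminescence measurement of luciferase light output / Schedule: 10 min at ambient temperature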
# PMI activator: activators of human PMI, primary screen, biochemical, fluorescence intensity, near-Km mannose 6-phosphate | Mannose-6-phosphate isomerase (Homo sapiens), P34949 | purified human PMI, coupled resazurin fluorescence, 20 min; hits give high values; 1 = vehicle control, 0 substrate-free wells | activation factor at 20 µM | 190,000 tested, 0.005% active;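 active = activation factor of 2 or more at 20 µM, relative to plate controls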
# Diaph inh CS: diaphorase inhibitors and chemical oxidizers, primary screen, counter-screen for diaphorase-coupled primary assays, biochemical, uHTS, resorufin fluorescence; diaphorase resazurin-to-resorufin fluorescence, NADH, 16 min; bacterial (C. kluyveri) enzyme, not human; inhibition, % at 20 µM; 190,000 tested, 0.69% active;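 active = primary screen inhibition at 20 µM above a set limit, cut at about 50% in these data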;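 note: plate controls were DMSO with full reaction for no effect and wells lacking NADH for full effect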
#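 controls = No-NADH positive control and DMSO neutral control | system = Clostridium kluyveri diaphorase enzyme | timing = reaction incubation of 16 min at room temperature | signal = resorufin fluorescence 544/590 nm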
# An asterisk follows results filed as active; · = no result given.
SMILES,Diaphorase act,PMI act hi M6P,TNAP inh no acc,HMGR II inh,TNAP act hi DEA,G6PDH counter,TNAP inh hi DEA,FLuc stim CS,PMI activator,Diaph inh CS
CCN(CC)S(=O)(=O)c1cccc(C(=O)OCC(=O)c2ccc3c(c2)OCCO3)c1,0.9,0.9,-12,0,1,14,4,0.1,0.9,10
CCCC(=O)Nc1ccc(N2CCN(C(=O)c3ccccc3C)CC2)cc1,0.9,0.9,-12,3,1,-3,-5,1.1,0.9,13
Cc1ccccc1/C=C/C(=O)N1CCOCC1,1,1,-1,1,1,1,2,0.9,0.9,3
N#C/C(=C\c1cn(CCOc2ccccc2)c2ccccc12)C(=O)NCC1CCCO1 (stereo unspecified),0.8,0.8,-3,-3,1,-28,-3,1,0.8,24
Cc1nnc2n1N=CC=C(c1ccccc1)S2,0.9,1.1,-6,-5,1.1,1,-8,1.1,1,10
COC(=O)c1cc(=O)cc(C(=O)OC)o1,0.8,0.8,-7,1,1,-3,1,1,1,16
CCNc1nc(NC(C)(C)C)nc(N(CC)n2cnnc2)n1,1,1.1,-6,-1,1,8,1,1.1,1.1,1
O=C(NCCc1ccc(Cl)cc1)C1CCN(S(=O)(=O)c2cccs2)CC1,0.9,0.9,-13,-3,1,-2,-2,1.1,1,14
COc1ccc(Cn2nc(C)n(N(C)c3ncc(C(F)(F)F)cc3Cl)c2=O)cc1,1,1.1,-6,1,1,-6,-4,1.1,1,-2
CCCSC1=NN2CCCC(=O)N=C2S1,1,1.1,-2,-4,1,10,0,0.9,1,4
O=C(NCc1ccccc1)c1ccc(=O)[nH]n1,0.9,1,-12,2,1.1,2,-7,1,1.1,6
O=C(CN1CCC(n2nnc3ccccc32)CC1)NCc1cccs1,0.9,1,-4,-4,1.1,9,-7,1.1,1.1,6
CC(C)C(c1nnnn1C(C)(C)C)N1CCC(Cc2ccccc2)CC1 (stereo unspecified),1.1,1,4,-2,1.1,14,-6,1,1.1,-10
O=c1c2ccccc2[nH]c(=S)n1Cc1cccs1,1,1,-3,-5,1,0,4,1.1,1,1
CCOc1cc(/C=C2\C(=O)ON=C2C)ccc1OCc1ccccc1,0.9,1.1,1,-7,1,-8,4,1,1,10
CCc1ccc(OCCNC(=O)c2ccccc2SCc2ccccc2)cc1,0.8,0.9,0,-1,1.1,4,-9,1.1,0.9,21
N=c1n(CCO)c2ccccc2n1Cc1ccc(Cl)cc1,0.8,0.9,-1,2,1,4,-3,1,0.9,20
C=CCn1c(SC(C)C#N)nc2sc(CC)cc2c1=O (stereo unspecified),1.1,1,-12,-5,1,0,-3,1,1,-7
CC(C)(C)[C@@H]1C=C(C(=O)NC2CC2)O[C@H](OCc2ccc(CO)cc2)C1,0.7,0.9,-9,2,1.1,5,-8,1,0.9,31
CN(C)c1nc2c(c(=O)n(C)c(=O)n2C)n1Cc1ccccc1,0.9,1,-17,-6,1.1,3,-8,1.1,1.1,12
O=C(CCCc1ccccc1)N1CCN(c2ccc([N+](=O)[O-])cc2)CC1,0.8,0.8,3,-4,0.9,8,8,1,0.9,16
COc1ccc(Nc2nc(S(=O)(=O)c3ccc(C)cc3)c(Cl)s2)cc1,0.8,0.9,-8,-11,1,-17,5,1,0.8,22
CN(C(=O)CS(=O)(=O)Cc1ccccc1Cl)c1ccccc1,0.9,0.9,-3,0,1,11,1,1,0.9,9
Cc1ccc(SCCNC(=O)/C=C/c2cccc([N+](=O)[O-])c2)cc1,0.9,1,-18,-3,1,3,1,1.1,0.8,15
COC(=O)CN(C#N)c1nc(NC(C)C)nc(NC(C)C)n1,1,1,2,6,1,-1,4,1,1.1,-1

# The list goes on; the last 6 above are carried over.
SMILES,Diaphorase act,PMI act hi M6P,TNAP inh no acc,HMGR II inh,TNAP act hi DEA,G6PDH counter,TNAP inh hi DEA,FLuc stim CS,PMI activator,Diaph inh CS
CN(C)c1nc2c(c(=O)n(C)c(=O)n2C)n1Cc1ccccc1,0.9,1,-17,-6,1.1,3,-8,1.1,1.1,12
O=C(CCCc1ccccc1)N1CCN(c2ccc([N+](=O)[O-])cc2)CC1,0.8,0.8,3,-4,0.9,8,8,1,0.9,16
COc1ccc(Nc2nc(S(=O)(=O)c3ccc(C)cc3)c(Cl)s2)cc1,0.8,0.9,-8,-11,1,-17,5,1,0.8,22
CN(C(=O)CS(=O)(=O)Cc1ccccc1Cl)c1ccccc1,0.9,0.9,-3,0,1,11,1,1,0.9,9
Cc1ccc(SCCNC(=O)/C=C/c2cccc([N+](=O)[O-])c2)cc1,0.9,1,-18,-3,1,3,1,1.1,0.8,15
COC(=O)CN(C#N)c1nc(NC(C)C)nc(NC(C)C)n1,1,1,2,6,1,-1,4,1,1.1,-1
CC1=C(C(=O)Nc2ccc(C)cc2)C(c2ccc(N(C)C)cc2)NC(=O)N1 (stereo unspecified),0.9,0.9,-9,1,1,2,-2,1,1.1,7
CCC(=O)Oc1cccc(C(=O)Nc2ccc(-c3nnc(-c4ccco4)o3)cc2)c1,0.9,1,-10,-6,1.1,-2,-7,1,0.9,14
Oc1ccc(/C=N/N=C(c2ccccc2)c2ccccc2)c(O)c1O,0.3,0.4,9,-5,0.8,-28,18,0.6,0.3,75*
CCOC(=O)CCc1c(C)nc(SCCN2CCCC2)c(C#N)c1C,1,0.9,-6,2,1,2,-5,1.1,0.9,4
O=S(=O)(Cc1ccccc1)N1CCN(C2Cc3ccccc3C2)CC1,0.8,0.9,-6,1,1,2,0,1,0.9,16
COc1ccc(O)c(C(=O)c2cnn(-c3ccccn3)c2)c1,0.9,0.9,-8,-2,1,4,4,0.9,0.9,14
O=C(CSc1nc2ccccc2o1)NCc1n[nH]c(=O)c2ccccc12,1,1.1,-7,1,1,8,-4,1.1,1.1,1
Cc1ccc2c(c1)nnn2C1CCN(CC(=O)N2CCN(c3ccc(F)cc3)CC2)CC1,0.9,1,6,-4,1,3,-1,1.1,1,12
O=C(Nc1ccc2nsnc2c1)C1CC1,1,0.8,-7,-2,1,7,-4,1,0.9,3
Cc1cc(C)c(C)c(S(=O)(=O)N[C@@H](C)C(=O)OCc2cc(=O)n3cc(Br)ccc3n2)c1C,0.8,1,-3,3,1,6,-5,1.1,1,22
OCCC1CN(Cc2cccn2-c2ccccn2)CCN1Cc1ccccc1 (stereo unspecified),0.9,1,-11,1,1.1,7,-7,1.1,1,11
O=C(Cc1ccccc1[N+](=O)[O-])NCc1ccco1,0.9,1,-15,-4,1,8,-2,1,1.1,8
COc1ccc(CN2C3CCCC2CC(NC(=O)Nc2cccc(C)c2)C3)cc1 (stereo unspecified),0.9,0.9,-152,3,1.3,3,-26,1,1,7
Cc1cc(C)n(C(=O)CN2C(=O)CCC2=O)n1,1,1.3,-5,0,1,11,-4,1,1,2
COc1ccc(C(=O)Nc2ccc3c(c2)OCO3)cc1OC,0.9,1,-7,-1,1,-1,-5,0.7,1,10
CCOC(=O)c1c(-c2ccccc2)oc2ccc(O)c(CN3CCN(C)CC3)c12,1,1.3,-2,-7,1,1,1,1.1,1.3,3
COc1ccc(-n2c(COc3cccc4ccccc34)nnc2SCC(=O)NCc2ccco2)cc1,0.7,0.9,-2,-1,1,-1,-4,1,0.8,28
COc1ccc(OC)c(NC(=O)c2cc3c(Cl)nc4ccccc4c3s2)c1,1,0.8,-5,-9,1,-7,-1,1,0.7,0
CC(C)CSc1nc2ccccc2n1CC(=O)O,·,·,-13,-7,1.1,12,-10,1,·,·
CCCC(=O)N1CCN(c2ccc(C(=O)c3ccc(OC)c(Br)c3)cc2F)CC1,0.7,0.9,-7,·,1.1,2,-6,1,0.8,28
CCCNC(=O)c1ccc(OC)cc1OC,0.9,0.9,1,-2,1,5,-4,1.1,1.1,12
COc1ccc(-n2c(C)cc(SC)c(C(C)=O)c2=S)cc1,1.1,1.2,-3,0,1,0,4,1,1.1,-15
O=C(NCc1ccccc1)/C(=C/c1ccco1)NC(=O)c1ccco1,0.8,0.7,-16,-2,1,10,-2,1.1,1,22
O=[N+]([O-])c1ccc(OCCCCN2CCCCC2)cc1,1,1.1,-5,-5,1,-11,4,1,1,4
O=C(c1cc(-c2ccco2)on1)N1CCN(c2ccccc2)CC1,0.8,0.5,-8,-3,1,-7,4,1,0.5,24
CCN(c1cccc(C)c1)S(=O)(=O)c1cnc[nH]1,0.9,1,6,-3,0.9,-7,10,1.1,0.9,12
COc1cccc(-c2nn(C)c3sc(C(=O)NCc4ccc(C)o4)cc23)c1,0.8,1.2,-7,-3,1,6,-1,0.9,1,16

# 5 entries out of the list above, sorted by the number in HMGR II inh, falling.
molecule	HMGR II inh
Cc1cc(C)c(C)c(S(=O)(=O)N[C@@H](C)C(=O)OCc2cc(=O)n3cc(Br)ccc3n2)c1C	3
COC(=O)c1cc(=O)cc(C(=O)OC)o1	1
CC(C)C(c1nnnn1C(C)(C)C)N1CCC(Cc2ccccc2)CC1 (stereo unspecified)	-2
O=C(NCCc1ccc(Cl)cc1)C1CCN(S(=O)(=O)c2cccs2)CC1	-3
O=c1c2ccccc2[nH]c(=S)n1Cc1cccs1	-5
